IDE act: activators of human insulin-degrading enzyme in cells | P14735 | HEK cells, FAbeta-B cleavage, fluorescence polarization; 0% vehicle, 100% cell-free pure enzyme wells | activation, % at 5.96 µM | actives 0.073% (n = 340,000) | AID 493087;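 active = activation above the mean of all tested compounds plus 3 SD, set per screening campaign, cut at about 17% in these data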
GalR3 antag: antagonists of human GalR3; O60755; HEK293 GalR3-CNG cAMP membrane potential fluorescence; galR3 body fused to GalR1 C-terminus; actives 0.44% (n = 360,000); AID 651719; inhibition, % at 3 µM;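 active = inhibition above the screen-wide average plus 3 SD, cut at about 13% in these data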;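 note: forskolin and galanin both at EC90 stimulate the cells; cAMP rise reported by CNG channel membrane potential dye signal; 0% = forskolin plus galanin with DMSO and 100% = forskolin alone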
CRFR2-BP antag: CRF-BP/CRF-R2 complex antagonism. HEK293 CRF-R2/CRF-BP, CRF-induced calcium fluorescence. inhibition, % at 11.8 µM. actives 0.59% (n = 350,000);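 active = inhibition of the ligand-induced calcium signal above about 50% at the single tested concentration, limit read from the data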
M4 PAM: potentiates acetylcholine response at human M4 receptor. P08173. activation, % at 3 µM. actives 0.4% (n = 360,000). CHO-K1 hM4/Gqi5, Fluo-8 calcium fluorescence, ACh EC20; 0% = ACh EC20, 100% = maximal ACh;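 active = activation above its plate's cutoff, the mean activation of sample wells plus 3 SD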; note: some results filed as inactive read as strong as hits
Target sequence (P08173 whole entry, looked up): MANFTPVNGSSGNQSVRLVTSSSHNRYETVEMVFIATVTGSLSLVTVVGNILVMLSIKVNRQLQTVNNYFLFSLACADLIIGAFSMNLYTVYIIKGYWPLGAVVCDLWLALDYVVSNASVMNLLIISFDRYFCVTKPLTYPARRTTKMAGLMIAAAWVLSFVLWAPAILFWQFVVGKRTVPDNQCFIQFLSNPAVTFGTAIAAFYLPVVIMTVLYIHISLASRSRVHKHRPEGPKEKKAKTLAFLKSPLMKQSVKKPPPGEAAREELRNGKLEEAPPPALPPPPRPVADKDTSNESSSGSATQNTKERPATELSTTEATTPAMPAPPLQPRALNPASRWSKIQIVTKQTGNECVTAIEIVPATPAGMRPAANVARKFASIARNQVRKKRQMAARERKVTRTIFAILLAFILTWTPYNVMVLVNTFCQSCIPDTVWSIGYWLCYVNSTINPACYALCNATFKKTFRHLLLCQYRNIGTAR
PHOSPHO1 inh: inhibitors of human PHOSPHO1 phosphatase. actives 1.1% (n = 290,000). AID 1565. recombinant PHOSPHO1, absorbance phosphatase assay. inhibition, % at 13.3 µM. Q8TCT1; in the data active = inhibition above about 60%
p-CIP stab down: p/CIP protein destabilization; decrease of EGFP signal, % at 10 µM; actives 0.01% (n = 290,000); F442A p/CIP-EGFP cells, EGFP fluorescence, 16 h;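 active = EGFP signal decrease of at least 30% at 10 µM or well 3 SD below plate mean, unless failing retest; inactive = the rest, including hits failing retest or dose response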; note: some compounds called inactive have numbers as strong as hits; many of its hits are not listed in these tables
IDE cell inh: cellular human IDE inhibition | HEK cells, FAbetaB cleavage, fluorescence polarization | actives 0.41% (n = 320,000) | inhibition, % at 5.59 µM | AID 434962;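 active = percent inhibition above the average of all tested compounds plus 3 SD, set per screening campaign, cut at about 16% in these data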;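 note: IDE supplied by intact live HEK cells; FP after avidin binding of uncleaved biotin substrate so inhibition keeps polarization high; 0% = DMSO wells and 100% = 60 µM reference IDE inhibitor Ii1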
CRFBP-R2 agonist: CRF-BP/CRF-R2 complex agonism; actives 0.46% (n = 350,000); activation, % at 13.2 µM; HEK293 CRF-R2/CRF-BP, calcium dye fluorescence (FLIPR); percent of saturating CRF peptide response;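 active = activation of at least 50%, plus an integration ratio under a set limit after plate pattern correction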;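 note: plate controls were neutral control wells without compound for no effect and CRF at EC100 for full effect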
MEKK3 PB1 HTS: raises or lowers MEK5 binding to the human MEKK3 PB1 domain; binding response (% of control), % at 10 µM; bead-based flow cytometry, Alexa488-MEK5 binding to MEKK3; actives lie on both sides; 0 = blocked by unlabeled MEK5, 100 = vehicle; AID 1529; actives 1.4% (n = 290,000);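 active = binding response more than 3 SD above or below the average of its plate-row segment, actives on both sides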;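 note: Alexa488 bead fluorescence after subtracting the streptavidin-only scavenger bead signal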
Target sequence (Q99759 whole entry, looked up, the tested form may be a part): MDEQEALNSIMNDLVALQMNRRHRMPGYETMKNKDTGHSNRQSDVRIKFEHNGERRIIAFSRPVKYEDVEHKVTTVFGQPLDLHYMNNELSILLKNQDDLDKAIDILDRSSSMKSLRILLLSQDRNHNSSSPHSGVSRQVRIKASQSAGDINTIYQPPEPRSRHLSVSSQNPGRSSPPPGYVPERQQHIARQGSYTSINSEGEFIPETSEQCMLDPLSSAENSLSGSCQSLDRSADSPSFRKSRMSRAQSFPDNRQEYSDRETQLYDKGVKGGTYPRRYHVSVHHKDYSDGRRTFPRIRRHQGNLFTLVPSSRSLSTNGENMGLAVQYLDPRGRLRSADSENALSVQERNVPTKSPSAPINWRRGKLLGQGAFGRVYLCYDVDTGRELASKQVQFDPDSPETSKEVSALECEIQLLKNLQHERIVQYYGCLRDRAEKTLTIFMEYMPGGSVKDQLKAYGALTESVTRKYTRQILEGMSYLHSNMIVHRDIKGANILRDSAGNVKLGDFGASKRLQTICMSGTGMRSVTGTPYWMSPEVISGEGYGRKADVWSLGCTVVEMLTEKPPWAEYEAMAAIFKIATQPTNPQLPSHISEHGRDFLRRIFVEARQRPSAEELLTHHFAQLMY
* marks the source's active call; other numbers are inactive results; nt = not tested or not shown.

SMILES | IDE act | GalR3 antag | CRFR2-BP antag | M4 PAM | PHOSPHO1 inh | p-CIP stab down | IDE cell inh | CRFBP-R2 agonist | MEKK3 PB1 HTS
O=C(Nc1ccccc1O)c1cccc(NC(=O)c2ccco2)c1 | 0 | -1 | -11 | -8 | 5 | -14 | -2 | -2.1 | 101
COc1cc(NC(=O)c2cc(-c3cccnc3)nc3ccc(Br)cc23)cc(OC)c1 | -2 | 0 | -10 | 10 | 21 | -6 | -5 | 11 | 108
O=C(O)COc1ccc(NC(=O)c2ccc3c(c2)C(=O)N(CC2CCCO2)C3=O)cc1 (stereo unspecified) | nt | -6 | -7 | 8 | nt | nt | nt | -1.7 | nt
Cc1occc1C(=O)N/N=C/c1ccccn1 | 0 | 1 | -20 | 5 | 29 | 1 | 6 | 1.3 | 94
Cc1ccc(N(CC(=O)NCc2ccc3c(c2)OCO3)S(=O)(=O)c2c(C)noc2C)cc1 | 2 | nt | 9 | 2 | 33 | -10 | 1 | 0.2 | 92
COC(=O)c1ccccc1NC(=O)COC(=O)/C=C/c1ccco1 | 5 | 0 | 1 | 7 | 21 | -28 | 10 | 2.9 | 96
O=C(Oc1cccc2ccccc12)c1ccccc1 | 6 | -3 | -7 | 2 | nt | nt | nt | 0.5 | nt
COc1ccc(COC(=O)c2ccc(N3CCCC3=O)cc2)cc1F | 1 | -5 | 27 | -2 | 25 | -8 | 3 | 1.6 | 98
CCc1nnc(NC(=O)CSCc2cc(=O)n3nc(C)sc3n2)s1 | 4 | -5 | 3 | 0 | 38 | -2 | 2 | 0.8 | 100
C/C=C/c1ccc(OCCCCN2CC(C)CC(C)C2)c(OC)c1 (stereo unspecified) | -1 | 3 | -4 | 3 | 51 | -10 | -1 | -6.1 | 95
COc1cc(C(=S)N2CCOCC2)ccc1OC(=O)c1ccc(Br)cc1 | 0 | -2 | 5 | -10 | 24 | -7 | nt | 1.1 | 95
O=C1CC(=O)N(CCc2ccccc2)C(=O)N1CCc1ccccc1 | 0 | -2 | 25 | 4 | 54 | -6 | 4 | 0.8 | 90

Sorted by the number under CRFBP-R2 agonist (smallest number first): some entries from above.
SMILES | IDE act | GalR3 antag | CRFR2-BP antag | M4 PAM | PHOSPHO1 inh | p-CIP stab down | IDE cell inh | CRFBP-R2 agonist | MEKK3 PB1 HTS
O=C(Nc1ccccc1O)c1cccc(NC(=O)c2ccco2)c1 | 0 | -1 | -11 | -8 | 5 | -14 | -2 | -2.1 | 101
Cc1ccc(N(CC(=O)NCc2ccc3c(c2)OCO3)S(=O)(=O)c2c(C)noc2C)cc1 | 2 | nt | 9 | 2 | 33 | -10 | 1 | 0.2 | 92
CCc1nnc(NC(=O)CSCc2cc(=O)n3nc(C)sc3n2)s1 | 4 | -5 | 3 | 0 | 38 | -2 | 2 | 0.8 | 100
Cc1occc1C(=O)N/N=C/c1ccccn1 | 0 | 1 | -20 | 5 | 29 | 1 | 6 | 1.3 | 94

Continuation.
SMILES | IDE act | GalR3 antag | CRFR2-BP antag | M4 PAM | PHOSPHO1 inh | p-CIP stab down | IDE cell inh | CRFBP-R2 agonist | MEKK3 PB1 HTS
CCS(=O)(=O)c1ccc2oc(Nc3ccc(OC)c(OC)c3)nc2c1 | 1 | -5 | -10 | 4 | 19 | 2 | -1 | 1.2 | 94
O=C(CCc1nc(-c2ccccc2F)no1)NCCN1CCN(Cc2ccccc2)CC1 | 0 | 0 | 10 | -7 | -10 | 2 | -1 | 0.6 | 100
N#Cc1c(NC(=O)c2cc([N+](=O)[O-])ccc2N2CCOCC2)sc2c1CCCC2 | 3 | 5 | 6 | -2 | 1 | -9 | 4 | -2.4 | 100
O=C(CN1CCC(C(=O)c2cccc(Cl)c2)CC1)Nc1cccc(C(=O)O)c1 | 5 | 1 | -2 | -2 | 32 | -5 | 2 | -2.6 | 106
N#Cc1cc(N)ccc1Sc1ccccc1 | 4 | -2 | 32 | 4 | 44 | -2 | 1 | -0.3 | 97
CCOC(=O)c1ccc[n+](C(C)C(=O)c2ccc(-c3ccccc3)cc2)c1 (stereo unspecified) | -21 | -3 | 6 | -10 | -17 | -18 | 13 | -2.8 | 108
COC(=O)c1ccc(SCC(=O)NC2CCCC2)c([N+](=O)[O-])c1 | -1 | -11 | -8 | -2 | -1 | -5 | -4 | 1.1 | 99
Cc1sc(NC(=O)c2ccco2)c(C(c2cccnc2)N2CCN(C)CC2)c1C (stereo unspecified) | 4 | -7 | -19 | 8 | 23 | 5 | 7 | 4.3 | 99
CCn1c(SCC(=O)c2cc(C)ccc2C)nc2cc(S(=O)(=O)N3CCOCC3)ccc21 | 1 | -3 | -12 | -9 | 6 | -14 | 3 | 1.1 | 87
O=C(N/N=C/c1ccco1)c1cc(-c2cccc3ccccc23)n[nH]1 | 3 | -8 | -38 | 2 | -32 | -7 | 6 | 31 | 96
Cc1nn(Cc2ccc(Cl)cc2)c(C)c1NC(=O)/C=C/c1cnn(C)c1 | -2 | -5 | 11 | 11 | -25 | -6 | -4 | -2.7 | 98
CCOC(=O)C1(CCc2ccccc2)CCN(C(=O)CCn2cnnn2)CC1 | -1 | 3 | -10 | 4 | 11 | -3 | 3 | -2.5 | 106
O=C(O)c1ccc(NC(=O)C2C3CCC(C3)C2C(=O)O)cc1 (stereo unspecified) | 3 | 0 | -15 | 1 | 23 | 0 | -2 | 1.3 | 100
COc1ccc(N2C(=O)C(Cl)=C(N3CCCC(C)C3)C2=O)cc1 (stereo unspecified) | -5 | -3 | 13 | -1 | 17 | -8 | 7 | -1.7 | 112
CCC(NC(=O)Nc1ccc(O)cc1)(C(F)(F)F)C(F)(F)F | 0 | -1 | 15 | 7 | 10 | -8 | 1 | -1.1 | 99
O=C(CCc1ccc(O)c(O)c1)N/N=C/c1ccc2c(c1)OCO2 | -6 | 1 | 4 | -2 | 23 | -6 | -2 | -0.7 | 102
CCc1ccc(/C=C2/SC(=S)N(CCC(=O)Nc3cccc(C(=O)O)c3)C2=O)cc1 | -1 | 2 | 19 | 6 | -2 | 8 | 3 | 2.2 | 97
CN(CC(=O)O)Cc1nc2ccccc2[nH]1 | -3 | -8 | 8 | 17 | 26 | 4 | 0 | -2.4 | 107
CCOC(=O)C1=C(C)N(C)C(C)=C(C(=O)OCC)C1c1ccc(Cl)cc1 | 2 | -5 | 7 | -11 | -32 | -7 | 5 | 0.9 | 130*
CC(C)(C)c1ccc(C(=O)Nc2ccc(Oc3cccnc3)nc2)cc1 | nt | 111* | -16 | -7 | 34 | -13 | 3 | -0.7 | 107
N#CCC(=O)Nc1ccc(C(=O)N2CCN(S(=O)(=O)c3ccc4ccccc4c3)CC2)cc1 | 0 | -4 | -6 | -3 | 38 | 7 | 0 | 1.6 | 98
C=CCOc1ccc2ccccc2c1CNCCCN1CCOCC1 | 1 | -10 | 6 | -4 | 31 | 1 | -5 | -0.1 | nt
CSc1ccc(Cl)c(C(=O)OCC(=O)N2CCNC2=O)c1 | 1 | -5 | 2 | -8 | nt | nt | 0 | -0.8 | nt
Brc1ccc(CNc2ccc3ncccc3c2)cc1 | 4 | -8 | -10 | -12 | 15 | -3 | nt | -0.5 | 103
CC1Cc2ccccc2N1C(=O)NC1CC(=O)N(c2ccc3c(c2)OCCO3)C1 (stereo unspecified) | 6 | -6 | -21 | 4 | -17 | -6 | 9 | 0.3 | 102
COc1ccccc1Cn1c(=S)[nH]c2cc(C(=O)NCc3cccnc3)ccc2c1=O | 2 | 3 | 24 | 2 | 16 | -2 | 1 | -0.4 | 97
N#CC1(NC(=O)CSc2nc3ccccc3s2)CCCCC1 | 1 | -6 | -18 | 0 | nt | nt | -1 | -1.7 | nt
Cc1cc(C)cc(NC(=S)NCCc2c[nH]c3ccccc23)c1 | 6 | -2 | 9 | 1 | 0 | -4 | 3 | 2.0 | 109
COc1ccc(S(=O)(=O)N2CCCCCC2)cc1C(=O)N(C)Cc1cccs1 | 0 | -2 | 9 | -1 | nt | nt | 1 | 0.5 | nt
Cc1ccc(-c2nnn(CC(=O)N(CC(=O)NCC3CCCO3)c3ccccc3)n2)o1 (stereo unspecified) | 7 | -7 | -3 | -10 | 0 | -4 | -4 | -1.5 | 107
CSc1ccc(CN(C)CC(=O)NC(=O)NCCC2=CCCCC2)cc1 | 4 | -7 | 1 | 0 | nt | nt | 5 | 0.1 | nt
O=[N+]([O-])c1cc(Cl)c2cccnc2c1O | 4 | 4 | 26 | 5 | 42 | -3 | 4 | 46 | 104
CC(NC(=O)COC(=O)Cc1cccs1)c1ccc(F)cc1 (stereo unspecified) | 3 | -2 | -5 | 2 | nt | nt | nt | -0.7 | nt
Cc1cccc(NS(=O)(=O)c2ccc(C(=O)N3CCN(c4ccccc4O)CC3)cc2)c1C | 2 | -3 | -7 | -4 | -1 | -23 | -2 | -1.3 | 100
CC(C)NS(=O)(=O)c1ccc2c3c(cccc13)CC2 | 3 | 2 | -7 | 8 | 57 | 26 | -4 | -2.5 | 68
Cc1cccc(N2CCN(C(=O)c3ccc4ncsc4c3)CC2)c1C | -1 | -4 | -1 | 6 | 6 | -6 | nt | -1.5 | nt
CCc1nnc(NC(=O)c2cccnc2SC)s1 | 4 | -4 | -10 | 2 | 2 | 3 | 5 | -0.4 | 100
O=C(C[n+]1ccc(-c2cc(C(=O)Nc3cccc(C(F)(F)F)c3)c3ccccc3n2)cc1)c1cccc([N+](=O)[O-])c1 | -2 | 1 | -1 | -4 | -21 | -10 | -4 | 3.0 | 94
Cc1ccc(S(=O)(=O)NCCC(=O)NC2CCCCCC2)cc1 | 5 | 2 | 1 | 15 | nt | nt | nt | -1.6 | nt
Cc1cccc2cc(CN(Cc3cccs3)C(=S)NCC3CCCO3)c(=O)[nH]c12 (stereo unspecified) | 7 | 1 | -19 | -6 | -2 | -18 | 4 | -0.5 | 124
Cc1ccc(-c2nn(-c3cc(Cl)ccc3[N+](=O)[O-])c(=O)c3ccccc23)cc1C | 4 | -3 | -4 | -4 | 45 | -8 | 9 | 5.8 | 111
Cc1ccc(C)c(NC(=O)CN(C)S(=O)(=O)c2cccc3cccnc23)c1 | -2 | 6 | -10 | 5 | 42 | -8 | 4 | -3.0 | 98
CN(C)/C=C/C(=O)c1ccc([N+](=O)[O-])c(CS(=O)(=O)c2ccccc2)c1 | 4 | 6 | -1 | 0 | -3 | -9 | 1 | -0.9 | 103
CCCCCCNC(=O)N1C/C=C\C(c2ccc(OC)cc2)N(Cc2ccc(F)cc2)C(=O)C1 (stereo unspecified) | -1 | -8 | -7 | -3 | 31 | -13 | 4 | -0.6 | 110
Cc1cc(C)n(-c2nc(C)nc3c2cnn3-c2ccccc2)n1 | 4 | -2 | 13 | 8 | 27 | -7 | -2 | 5.8 | nt
CCC(C)(C)n1nnnc1C(C(C)C)N(Cc1cccnc1)Cc1ccco1 (stereo unspecified) | 2 | -6 | 9 | -1 | 28 | -12 | 8 | 0.0 | 103
O=C(c1ccc(F)cc1)C1CCN(C(=O)c2ccc(F)cc2)CC1 | -2 | -10 | -8 | -2 | nt | 10 | 8 | 3.2 | 103
Cc1nc(N2CCCCC2)c2c(-c3cccs3)csc2n1 | -1 | -1 | -10 | -14 | 2 | -13 | -2 | 1.7 | 109
CC(=O)Nc1cccc(NC(=S)Nc2cccc3ccccc23)c1 | -10 | -1 | -7 | -4 | 14 | -10 | -5 | -2.4 | 103
COc1ccc(C(=O)Oc2cccc3cccnc23)cc1[N+](=O)[O-] | -2 | 1 | 2 | 11 | 16 | -14 | 1 | 0.1 | 101
Cc1noc(C)c1CSCC(=O)N(CC(C)C)c1c(N)n(Cc2ccccc2)c(=O)[nH]c1=O | 1 | -3 | -3 | 8 | nt | nt | 2 | -0.7 | nt

Source: PubChem BioAssay
